APOBEC3G inh: inhibitors of human APOBEC3G DNA deaminase; AID 493012; inhibition, % at 20 µM; 330,000 compounds, 0.28% hits; recombinant A3G, ssDNA deamination FAM/TAMRA fluorescence;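 active = inhibition of at least 40% at 20 µM, with no more than 30% in the related APOBEC3A deaminase screen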;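 also: plate controls were DMSO wells with A3G for no effect and wells lacking A3G enzyme for full effect; some compounds called inactive have numbers as strong as hits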
Target sequence (Q9HC16 whole entry, looked up): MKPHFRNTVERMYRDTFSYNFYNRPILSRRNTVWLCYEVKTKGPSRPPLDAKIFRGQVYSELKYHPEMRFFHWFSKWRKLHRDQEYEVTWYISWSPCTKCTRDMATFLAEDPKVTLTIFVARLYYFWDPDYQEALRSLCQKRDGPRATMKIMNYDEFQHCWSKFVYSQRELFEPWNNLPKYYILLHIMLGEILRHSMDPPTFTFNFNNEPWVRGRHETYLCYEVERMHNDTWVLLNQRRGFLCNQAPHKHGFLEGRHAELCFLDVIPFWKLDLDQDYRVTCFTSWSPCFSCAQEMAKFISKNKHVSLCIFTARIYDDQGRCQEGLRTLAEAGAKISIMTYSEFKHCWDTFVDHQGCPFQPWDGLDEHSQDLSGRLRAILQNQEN
MPTP block: permeability transition pore inhibition; isolated mouse mitochondria, Ca2+ swelling absorbance, 30 min; inhibition, % at 10 µM; 360,000 compounds, 1.4% hits;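 active = inhibition of 50% or more, scaled per plate between neutral and stimulator controls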;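 also: 0% = DMSO wells given calcium and 100% = 1 mM EGTA wells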
CCR6 antagonist: blocks CCL20-driven beta-arrestin recruitment at human CCR6. AID 493098. P51684. CHO-K1 CCR6 PathHunter beta-arrestin, luminescence, CCL20-stimulated. inhibition, % at 20 µM. 340,000 compounds, 0.49% hits;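 active = compounds whose inhibition of the agonist-driven luminescence signal at 20 µM reaches about 50%, limit read from the data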;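 also: cells stimulated with CCL20 at 14 nM final; plate controls were DMSO with CCL20 for no effect and DMSO without agonist for full effect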
A3A deaminase: inhibitors of human APOBEC3A DNA deaminase; P31941; inhibition, % at 20 µM; 330,000 compounds, 0.41% hits; recombinant A3A, FAM/TAMRA ssDNA deamination fluorescence; AID 493011;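 active = at least 40% inhibition at 20 µM here, with at most 30% in a related deaminase screen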;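 also: plate controls were A3A with DMSO for no effect and wells lacking A3A enzyme for full effect; some results filed as inactive read as strong as hits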
EBI2 block: blocks human EBI2 receptor beta-arrestin signaling | P32249 | EBI2 beta-arrestin recruitment, luminescence, 7a,25-OHC stimulated | inhibition, % at 5 µM | 360,000 compounds, 0.81% hits; in the data active = inhibition above about 38%;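 also: enzyme fragment complementation signal reports receptor beta-arrestin coupling in cells; 0% = agonist plus DMSO wells and 100% = wells without agonist; some results beyond the cut were filed as inactive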
Target sequence (P32249 whole entry, looked up, the tested form may be a part): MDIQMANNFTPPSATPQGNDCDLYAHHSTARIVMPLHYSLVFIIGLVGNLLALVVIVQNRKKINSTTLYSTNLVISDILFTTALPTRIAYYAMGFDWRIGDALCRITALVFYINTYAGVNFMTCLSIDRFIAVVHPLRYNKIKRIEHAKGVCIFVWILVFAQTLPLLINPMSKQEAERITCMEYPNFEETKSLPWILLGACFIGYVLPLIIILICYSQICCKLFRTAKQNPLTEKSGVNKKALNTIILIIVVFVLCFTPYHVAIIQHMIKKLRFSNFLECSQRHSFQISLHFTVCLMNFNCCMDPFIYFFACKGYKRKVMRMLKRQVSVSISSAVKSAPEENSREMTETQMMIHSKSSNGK
Gli-Sufu block: Gli-Sufu pathway antagonism; Sufu-KO-LIGHT fibroblasts, Gli luciferase reporter luminescence; inhibition, % at 5 µM; 340,000 compounds, 0.74% hits;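 active = inhibition above about 55%, limit read from the data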;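 also: 0% = DMSO-treated cells and 100% = wells with medium but no cells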
CXCR6 inh: blocks human CXCR6 beta-arrestin recruitment | O00574 | CHO-K1 PathHunter CXCR6 beta-arrestin, luminescence | inhibition, % at 20 µM | 360,000 compounds, 0.36% hits | AID 602244; in the data active = inhibition above about 34%, passing the limit was not always enough;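 also: antagonist mode with CXCL16 agonist at 10 nM final; 0% = 10 nM CXCL16 with DMSO and 100% = unstimulated wells without agonist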
Target sequence (O00574 whole entry, looked up): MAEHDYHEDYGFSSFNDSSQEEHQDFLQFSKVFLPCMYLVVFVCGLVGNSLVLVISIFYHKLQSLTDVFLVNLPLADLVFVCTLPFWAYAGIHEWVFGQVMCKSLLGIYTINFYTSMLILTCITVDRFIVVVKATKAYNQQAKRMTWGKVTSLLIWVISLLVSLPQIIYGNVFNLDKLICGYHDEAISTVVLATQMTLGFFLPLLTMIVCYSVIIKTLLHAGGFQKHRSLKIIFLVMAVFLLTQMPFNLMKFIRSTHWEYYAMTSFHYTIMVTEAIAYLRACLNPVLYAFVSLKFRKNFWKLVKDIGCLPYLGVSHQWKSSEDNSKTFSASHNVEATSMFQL
NR3A LBD binder: modulators (binders) of human NR3A ligand-binding domain; NR3A LBD differential scanning fluorimetry, Tm shift; 0% = protein alone, 100% = glycine-bound protein; Tm shift relative to glycine control, % at 25 µM; 340,000 compounds, 2.5% hits;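 active = melting temperature shift of at least 10% of the positive control shift, at one fixed dose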
Numbers without * were called inactive; / = no result given.

SMILES	APOBEC3G inh	MPTP block	CCR6 antagonist	A3A deaminase	EBI2 block	Gli-Sufu block	CXCR6 inh	NR3A LBD binder
O=C(CCc1nc2ccccc2c(=O)[nH]1)NCCN1C(=O)S/C(=C\c2ccc(Cl)cc2Cl)C1=O	-1.9	0.5	-2.3	-3.2	5.6	3.1	-12.2	0.8
Clc1cccc(Cc2nn[nH]n2)c1	0.6	-0.7	-2.6	-3.2	0.8	-0.3	-5.3	-0.3
CN1C(=O)N(CC(=O)N2CCN(c3ncccn3)CC2)C(=O)C12CCCCC2	-3.1	-0.1	7.1	-0.6	-3.2	-12.0	-2.1	-2.2
O=C(NCc1ccccc1)C1CCCN1S(=O)(=O)c1ccc(F)cc1 (centres undefined)	-5.4	-0.1	16.3	-3.7	-0.6	-6.3	-9.5	-1.8
CCOc1ccc(NS(=O)(=O)c2ccc(C(=O)NCc3ccncc3)cc2)cc1	-2.3	-0.9	16.0	-1.3	-5.4	9.4	-7.5	1.0
COc1cc2c(cc1NC(=O)c1ccccc1F)CCCC2	-7.3	0.1	7.4	-0.2	1.6	-41.9	1.8	2.4
Cn1c(N)c(C(=O)CSc2nc(N)cc(N)n2)c(=O)n(C)c1=O	-10.8	0.1	4.1	0.2	-18.7	1.4	-1.5	0.3
C/C(=N\NC(N)=O)c1ccc(-n2ccnc2)cc1	-5.9	-0.7	0.4	-0.4	-4.0	4.1	8.2	-0.3
CC(=O)Oc1ccccc1C(=O)Oc1ccccc1C(=O)O	-3.2	3.0	-4.4	3.5	3.0	15.4	2.0	0.6
CCNC(=S)N1CCN(Cc2ccc3c(c2)OCO3)CC1	-5.0	1.2	4.0	-1.4	0.1	-0.6	-2.6	-1.9
O=C(CSc1nnc(-c2cccnc2)n1Cc1ccco1)Nc1nc(-c2ccc(F)cc2)cs1	2.2	11.2	1.1	1.5	7.0	6.8	-6.1	-3.1
COc1ccccc1NS(=O)(=O)c1ccc2c(c1)n(C)c(=O)n2C	-5.7	-1.2	3.6	0.4	1.4	8.9	-2.4	2.4
CCOc1ccc(NC(=O)c2sccc2-n2cccc2)cc1	-1.1	1.8	15.9	1.6	1.5	-9.4	-3.0	-2.6
Cn1c(C(=O)Nc2ccc3c(c2)OCCO3)cc2sccc21	-4.8	-0.3	-0.4	0.7	3.4	-91.3	-6.1	-0.5
FC(F)(F)c1nnc(Nc2ccc(Cl)cc2)s1	1.4	79.2*	7.4	7.6	13.2	15.7	-4.4	4.8
COC(=O)[C@@H](NCc1cccc(CN([C@H](C(=O)OC)C(C)C)S(C)(=O)=O)c1)C(C)C	-11.6	1.1	10.0	-2.6	10.8	15.3	-14.5	-0.8
CCCCC1NC(=S)N(C2CCCCC2)C1=O (centres undefined)	-10.3	1.8	10.7	-4.6	-1.2	2.3	0.9	1.3
CCOC(=O)Cc1c[nH]c2ccccc12	-1.6	0.7	-0.4	0.3	-17.5	-7.2	-4.7	-1.3
C=CCOc1ccc(/C=C2\N=C(C)OC2=O)cc1OC	-6.0	3.3	3.3	-5.3	3.1	6.3	1.4	1.2
Cc1cc(Nc2cccc(F)c2)nc(NCc2ccccc2)n1	-5.6	92.4*	-5.1	1.7	7.5	58.9*	-9.5	-11.4
Cc1nnc(N2C(=O)c3ccc(Br)cc3C2=O)s1	-2.3	-0.6	4.0	-2.3	5.4	-7.4	1.8	1.4
Cc1ccc(/C=C/C2=NN(Cc3ccc(Cl)c(Cl)c3)C(=O)CC2)cc1	2.8	1.4	-20.8	-1.1	-5.5	8.4	-6.0	-17.9
CCOc1ccc(C(=O)NCC(=O)OCc2c(F)cccc2Cl)cc1OCC	-2.8	2.2	-6.1	-0.8	-1.5	3.3	-2.1	13.7*
O=c1cc(CSc2nnnn2-c2ccccc2)[nH]c2[nH]n(-c3ccccc3)c(=O)c12	10.2	-1.1	-4.8	9.5	11.3	2.9	3.9	-6.7
C#CCSC1=C(C#N)C(c2cccs2)C(C(=O)OCC)=C(C)N1 (centres undefined)	-7.0	-0.1	15.2	8.6	11.4	-5.3	6.6	-0.8
CCOP(=O)(C1=C(O)C(=O)C(C(C)(C)C)=CC1=O)c1ccccc1 (centres undefined)	/	3.7	18.0	/	-1.4	0.4	1.3	0.0
Cc1ccc2oc(C(=O)Nc3nonc3C)c(C)c2c1	-7.6	-0.9	6.0	-6.5	-7.5	-8.4	2.2	1.7
O=C(c1ccco1)N1CCN=C1SCc1cccc(F)c1	-5.6	0.5	-7.6	1.3	3.2	-7.4	-3.4	3.9
CN(C)/C=C(\C=O)c1ccc(Cl)cc1Cl	-9.8	-1.2	-2.2	-3.7	-4.6	-0.6	6.3	0.0
O=C(NCCN1CCN(c2ccccc2)CC1)C1CCCN(S(=O)(=O)c2cnc[nH]2)C1 (centres undefined)	-4.6	-2.5	0.8	-3.7	-9.9	-5.0	-2.8	-1.2
CC1CCN(c2nc(-c3ccccc3O)nc3ccccc23)CC1	-9.5	3.6	13.8	2.4	-26.8	2.1	3.0	1.1
COc1ccc(OC)c(/C=C/C(=O)OCC(=O)Nc2cccc(Oc3ccccc3)c2)c1	-2.7	2.9	15.2	1.3	-4.1	14.9	-1.8	-6.4
Cc1ccc(-c2csc(N(CC3CCCO3)C(=O)c3ccco3)n2)cc1 (centres undefined)	-6.5	0.2	14.8	-1.8	24.4	-35.5	-6.8	1.1
CN1CCC(=O)N([C@H](CO)c2ccccc2)CC1	-2.1	0.0	5.3	-1.8	-14.3	-5.1	-9.1	-1.0
O=C(Nc1cccc([N+](=O)[O-])c1)c1ccncc1	-6.8	-1.7	8.9	-12.7	-4.0	-5.1	-0.4	1.4
C[C@H](CO)N1C[C@H](C)[C@@H](CN(C)Cc2ccncc2)Oc2c(NC(=O)C3CC3)cccc2C1=O	-9.2	0.2	3.8	-4.4	0.6	-5.1	1.2	-1.0
NCCCC[C@H]1CN=C(N)N1CCCCC1CCCCC1	-7.6	74.0*	-3.3	-0.8	2.2	-8.9	0.9	-0.6
COCCCNC(=S)N(CCN(C)C)Cc1cc2cc3c(cc2[nH]c1=O)OCCO3	-8.4	-0.2	2.6	-4.2	-6.0	16.0	-9.2	-0.4
CCOc1ccc(C(=O)NC2CC(C)(C)NC(C)(C)C2)cc1	-8.1	1.1	-12.0	-4.8	-8.3	18.1	1.1	0.7
COc1ccc(CCC(=O)OCC(=O)Nc2ccc(OC)c(OC)c2)cc1OC	-5.9	0.8	3.4	-0.2	6.8	25.3	-2.1	0.1
CC(C)(C)c1ccc(C(=O)c2c[nH]c(C(=O)NCc3cccs3)c2)cc1	-3.3	1.0	16.7	-2.8	-1.8	10.1	1.3	1.2
Cc1ccc(NS(=O)(=O)c2cc(NC(=O)c3ccc4c(c3)NC(=O)CS4)ccc2C)c(C)c1	35.7	25.2	-3.1	-4.3	-0.8	17.7	-9.9	21.6*
O=C(N/N=C/c1c[nH]c2ccccc12)c1ccc(Br)cc1	-1.8	0.6	-1.2	-2.8	10.0	-34.5	1.6	29.8*
O=C(c1ccc(O)cc1)c1ccc(Cl)cc1	-5.8	0.4	6.0	-7.5	-4.5	-13.3	-4.4	-0.8
O=C(CNS(=O)(=O)c1ccccc1)N/N=C/c1ccncc1	-5.9	-0.7	0.0	-0.7	1.5	-8.5	-0.3	-1.3
C(=NN1CCCCCC1)c1ccccc1	/	-1.0	10.3	/	0.9	-4.5	-5.3	-1.1
O=S1(=O)CCN(Cc2ccccn2)CC1	-1.9	0.2	-1.0	-0.3	-6.5	2.1	-5.7	-9.7
CCc1nc2oc3ccccc3c(=O)c2c(=O)n1Cc1ccccc1	-1.1	-0.2	-2.5	-5.4	19.9	7.7	3.1	-0.9
Cc1nc2ccccn2c1C(=O)N/N=C/c1ccccc1[N+](=O)[O-]	-2.7	1.4	-0.2	-0.5	7.1	-11.8	-6.4	-18.8
Cc1ccc(NS(=O)(=O)c2cc(N)ccc2Cl)c(C)c1	-1.5	1.7	8.7	2.3	2.1	-3.3	-8.6	-1.3

(continued)
SMILES	APOBEC3G inh	MPTP block	CCR6 antagonist	A3A deaminase	EBI2 block	Gli-Sufu block	CXCR6 inh	NR3A LBD binder
Cc1ccc(SCC(=O)Nc2cccnc2)cc1	-0.6	-2.4	-7.6	-4.5	-11.5	-4.4	-8.0	-0.8
COc1cc2c(cc1OC)CN(C(=S)Nc1ccc(C)cc1C)CC2	-7.0	1.8	1.1	-8.2	-12.7	-0.6	-10.2	-1.5
Cn1c(NC(=O)c2ccc(Cl)s2)cc(=O)n(C)c1=O	-4.8	-1.1	4.1	-3.5	-8.6	7.1	4.3	0.8
O=C(COC(=O)c1ccc(-c2ccc([N+](=O)[O-])cc2)o1)NC(=O)NC12CC3CC(CC(C3)C1)C2	-7.6	-0.9	2.2	0.2	-5.1	-4.5	-8.2	3.4
COc1cc(Cl)ccc1OCc1cc(C(=O)N2C[C@]3(C)C[C@H]2CC(C)(C)C3)no1	-7.2	2.6	15.9	1.0	8.1	16.7	3.6	1.5
CCOC(=O)c1c(NC(C)=O)sc2c(OCCN(CC)CC)c(Br)ccc12	-1.2	0.2	14.1	9.3	-7.1	8.0	8.4	-1.4
CC[C@]12C(=O)N(C)C[C@H]([C@@H]3C(=O)N(C)C(=O)[C@@H]31)N2C(=O)c1ccc(Cl)c(Cl)c1	/	0.1	3.2	/	-2.1	-4.5	-2.9	1.1
Cc1cc(NS(=O)(=O)c2ccc(NC(=O)CCCOc3ccccc3)cc2)no1	-3.6	-0.9	13.2	-2.2	-9.7	4.1	1.7	0.2
Cc1csc(NC(=O)Cc2c[nH]c3ccccc23)n1	-5.2	0.0	11.3	-0.3	-8.7	-56.5	-10.3	3.2
CCOC(=O)C1=C(C)NC(=O)C(C#N)C1c1ccncc1 (centres undefined)	-1.4	-0.5	14.4	-3.7	-3.4	5.4	0.7	1.9
CCOC(=O)c1ccc(CNC(=O)C2CCC(=O)N(CCc3ccccc3)C2)o1 (centres undefined)	9.9	0.9	8.9	2.9	2.7	6.9	-2.6	-1.0
O=C(O)CN(c1ccccc1)S(=O)(=O)c1cc(C(F)(F)F)cc(C(F)(F)F)c1	1.2	4.0	-2.8	1.3	-8.8	-2.8	-1.5	1.9
NS(=O)(=O)c1ccc2c(c1)oc(=O)c1cc(S(N)(=O)=O)ccc12	-2.9	-1.0	9.1	-1.9	0.5	-10.9	4.6	-2.3
COc1cc(OC)c(NC2c3ccccc3C(=O)N2c2cc(C)ccn2)cc1Cl (centres undefined)	-3.3	-1.5	13.9	-0.6	2.0	-1.8	5.7	2.4
CSc1nc(N(CCO)CCO)c2sc3nc(-c4ccco4)c4c(c3c2n1)CCC4	/	1.4	32.7	/	5.5	0.3	23.6	-1.7
Nn1c(SCC(=O)NC2CCCCC2)nnc1-c1ccc(Cl)cc1	-4.0	-0.2	0.1	0.3	-3.7	9.1	-0.7	0.6
COc1cccc(C(=O)N2CCN(C(=O)COc3ccc4ccccc4c3)CC2)c1	-9.6	-2.4	-2.5	-4.7	95.3*	-4.5	1.4	-0.5
CCc1ccc(NC(=O)Cn2nnc(C(=O)NCCc3ccc(OC)c(OC)c3)c2N)cc1	-7.5	0.0	12.0	-2.7	-13.3	-4.7	0.6	-1.4
CN(c1ccccc1)S(=O)(=O)c1cccc(NC(=O)CSc2nccc(=O)[nH]2)c1	-6.0	4.0	1.4	0.2	0.9	8.7	4.3	-3.5
CC(C)c1ccc(OCCCN2CCCC2)cc1	-4.6	0.9	1.0	-4.3	3.7	7.9	2.5	0.6

Reformatted in markdown: part of the list above
| Structure | APOBEC3G inh | MPTP block | CCR6 antagonist | A3A deaminase | EBI2 block | Gli-Sufu block | CXCR6 inh | NR3A LBD binder |
| --- | --- | --- | --- | --- | --- | --- | --- | --- |
| CC[C@]12C(=O)N(C)C[C@H]([C@@H]3C(=O)N(C)C(=O)[C@@H]31)N2C(=O)c1ccc(Cl)c(Cl)c1 | / | 0.1 | 3.2 | / | -2.1 | -4.5 | -2.9 | 1.1 |
| Cc1cc(NS(=O)(=O)c2ccc(NC(=O)CCCOc3ccccc3)cc2)no1 | -3.6 | -0.9 | 13.2 | -2.2 | -9.7 | 4.1 | 1.7 | 0.2 |
| Cc1csc(NC(=O)Cc2c[nH]c3ccccc23)n1 | -5.2 | 0.0 | 11.3 | -0.3 | -8.7 | -56.5 | -10.3 | 3.2 |
